# Screens as filed in PubChem.
# DUSP3 inh: inhibitors of human VHR1 phosphatase (DUSP3); recombinant VHR phosphatase, colorimetric substrate read-out; inhibition, % at 20 µM; 50,000 compounds, 0.7% hits; P51452; in the data active = inhibition above about 60%; also: some results filed as inactive read as strong as hits
# Target sequence (P51452 whole entry, looked up): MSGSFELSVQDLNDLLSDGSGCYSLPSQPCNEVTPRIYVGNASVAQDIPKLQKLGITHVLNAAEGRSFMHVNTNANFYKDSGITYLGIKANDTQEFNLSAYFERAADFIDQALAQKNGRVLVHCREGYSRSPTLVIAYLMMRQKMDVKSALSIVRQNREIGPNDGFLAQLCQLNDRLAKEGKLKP
# * hit, by the source's call. A portion of the library (hit frequency here may not be typical).
SMILES,DUSP3 inh
Cc1ccc(C)c(NC(=O)CC(C)c2ccccc2)c1 (centres undefined),-12.5
COc1ccc(OCC(=O)Nc2ccc(S(=O)(=O)C(F)F)cc2)cc1,-5.7
COc1ccc(Cl)cc1C(=O)Nc1nc(-c2ccc(C)cc2)cs1,-8.4
Nc1n[nH]c(N)c1N=Nc1cccc(F)c1,-13.7
CN1CCc2c(sc3c2C(=O)NC(c2ccc4ccccc4c2)N3)C1 (centres undefined),40.2
COc1cc([N+](=O)[O-])ccc1NC(=O)COc1ccc(C)cc1C,-6.9
Cc1ccc2c(c1)C(=Cc1nc3ccccc3c(=O)n1-c1ccccc1[N+](=O)[O-])C(=O)N2,-4.8
O=C1/C(=C/c2cccc(O)c2)SC(=S)N1c1cccc(Br)c1,6.4
Cc1ccc(CNC(=O)C(=O)Nc2ccc(C)c(C)c2)cc1,-20.3
O=C(c1ccccc1F)N1CCN(c2ccc([N+](=O)[O-])c(NCc3ccccc3)c2)CC1,-8.4
O=C(COc1ccc([N+](=O)[O-])cc1)Nc1ccc(I)cc1Cl,1.7
Cc1ccc(S(=O)(=O)/N=C2\C=C(Sc3ncn[nH]3)C(=O)c3ccccc32)cc1,63.5*
CC(=O)c1ccc(NC(=O)c2c(Cl)cccc2Cl)cc1,-12.0
O=C(c1ccc2c(c1)OCO2)N1CCCc2ccccc21,6.6
CCOC(=O)c1c(NC(=O)c2ccc(F)cc2)sc(C(=O)Nc2ccccc2OCC)c1C,-11.5
CCCCNc1c(C)c(O)cc2cc(OC)c(OC)cc12,21.4
O=C(Nc1ccc(-c2nc3cccnc3o2)cc1)c1ccc([N+](=O)[O-])cc1Cl,19.5
O=C(O)c1ccc(/C=c2\sc3n(c2=O)CCN=3)cc1,4.3
N/C(=N\OC(=O)c1cccc(F)c1)c1ccc(Br)cc1,-10.1
CCOC(=O)/C(C#N)=C1\C=CNC(=O)N1,-7.6
COc1ccc(CN2CCN(Cc3cccc(Cl)c3)CC2)cc1OC,-1.0
CC(C)C(=O)Nc1sc2c(c1C(N)=O)CCCCC2,28.8
COCc1cc(C(C)(C)C)c(O)c(O)c1C(C)(C)C,43.2
Cc1ccc(NC(=O)CSc2cc(Cl)ccc2Cl)cc1,7.4
COc1cc(C(=S)N2CCOCC2)cc(OC)c1OC(=O)c1cccc([N+](=O)[O-])c1,17.7
CC(C)(C)c1ccc(OCCOc2ccccc2C=C2C(=O)NC(=S)NC2=O)cc1,21.5
COc1ccc(C(NC(=O)Cc2ccccc2)c2ccc(OC)cc2)cc1,-19.0
COc1ccc(Cl)cc1NC(=O)c1nn2c(c1Cl)NC(c1cccs1)CC2C(F)(F)F (centres undefined),-9.6
NC(=O)C1(N2CCCCC2)CCN(C2CC(=O)N(c3ccc(Br)cc3)C2=O)CC1 (centres undefined),11.2
CC(=O)Nc1ccc(S(=O)(=O)N2CCN(c3ccc([N+](=O)[O-])cc3)CC2)cc1,1.8

# Reprinted from the part before: seven entries; new compounds follow.
SMILES,DUSP3 inh
Cc1ccc(NC(=O)CSc2cc(Cl)ccc2Cl)cc1,7.4
COc1cc(C(=S)N2CCOCC2)cc(OC)c1OC(=O)c1cccc([N+](=O)[O-])c1,17.7
CC(C)(C)c1ccc(OCCOc2ccccc2C=C2C(=O)NC(=S)NC2=O)cc1,21.5
COc1ccc(C(NC(=O)Cc2ccccc2)c2ccc(OC)cc2)cc1,-19.0
COc1ccc(Cl)cc1NC(=O)c1nn2c(c1Cl)NC(c1cccs1)CC2C(F)(F)F (centres undefined),-9.6
NC(=O)C1(N2CCCCC2)CCN(C2CC(=O)N(c3ccc(Br)cc3)C2=O)CC1 (centres undefined),11.2
CC(=O)Nc1ccc(S(=O)(=O)N2CCN(c3ccc([N+](=O)[O-])cc3)CC2)cc1,1.8
CCOC(=O)c1cccc(NC(=O)/C=C/c2ccccc2)c1,17.1
NC(=O)c1cccc(N=Cc2c[nH]c3ccccc23)c1,0.2
CC1(O)CC(=O)C(C(=O)c2ccccc2)C(c2ccc([N+](=O)[O-])cc2)C1C(=O)c1ccccc1 (centres undefined),-10.4
CN1CCN(C(=O)c2ccc(-c3ccccc3)cc2)CC1,1.6
O=C1NC(=O)/C(=C\c2ccccc2Cl)S1,-15.9
O=C(O)/C=C\C(=O)Nc1cccc(O)c1,-1.9
Cc1cccc(-n2sc3c(c2=S)-c2ccccc2NC3(C)C)c1C,-5.7
COc1cc(/C=N/N2CCN(Cc3ccc(C)cc3)CC2)cc(OC)c1O,-11.2
COc1ccc(NC(=O)CSc2ccccc2N)c([N+](=O)[O-])c1,14.8
CC(C)(CNC(c1ccccc1)c1ccccc1)NS(=O)(=O)c1ccc(Cl)cc1,-2.2
O=C(NCc1ccc2c(c1)OCO2)NC12CC3CC(CC(C3)C1)C2,-4.4
CCC(NC(C)=O)c1ccc(Br)cc1 (centres undefined),-2.4
COc1ccc(C2CC(C(F)(F)F)n3nc(C(=O)Nc4cccc(O)c4)c(Cl)c3N2)cc1OC (centres undefined),20.2
Cc1cc(-c2ccc(C=C3C(=O)N(C)C(=O)N(C)C3=O)o2)c([N+](=O)[O-])cc1C,1.4
CCOC(=O)c1c(C)nc2ccc(Cl)cc2c1-c1ccccc1,11.7
COc1ccc(OC)c(C(=O)c2ccccc2)c1,-12.1
O=C(Nc1ccc(Br)cc1)c1ccc([N+](=O)[O-])cc1,-23.3
O=C(N/N=C/c1ccco1)c1ccccc1,-16.2
COC(=O)CSc1nc2sc3c(c2c(=O)n1-c1ccc(OC)cc1)CC(C)(C)OC3,-26.0
O=C1NN(c2ccccc2)C(=O)/C1=C/c1cccc2ccccc12,-5.0
O=C(CSc1ncn[nH]1)NCCOc1ccccc1,-1.1
CCOc1ccc(/C=C2\C(=O)NC(=O)N(c3ccc(Cl)cc3)C2=O)cc1Br,-11.1
CC(=O)N(C)c1ccc(NC(=O)c2ccccc2I)cc1,-21.0
CC(NC(=O)CSc1nc2ccc([N+](=O)[O-])cc2s1)c1ccccc1 (centres undefined),-8.3
Cc1ccc(-c2ccc(OCC(=O)Nc3ccccc3F)cc2)cc1,98.2
O=C(NCCNc1ccccc1[N+](=O)[O-])c1ccc(Br)cc1,15.1
CC(Oc1ccccc1)C(=O)Nc1cc(C(N)=O)c(Cl)cc1Cl (centres undefined),-23.9
CCCCN(CCCC)C(=O)c1cccc([N+](=O)[O-])c1,-0.3
O=[N+]([O-])c1ccc(N2CCN(S(=O)(=O)c3ccc(Cl)cc3)CC2)cc1NCc1ccccc1,-5.3
CC(C)(C)c1cc(Cc2ccccc2)[nH]n1,-96.5
CN1CCN(c2nc3ccccn3c(=O)c2/C=C2\SC(=S)N(CC3CCCO3)C2=O)CC1 (centres undefined),-3.0
C=CCOC(=O)C1=C(C)NC(C)=C(C(=O)OCC=C)C1/C=C/c1ccccc1,-19.1
CCOc1ccc(C=Nc2ccc3c(c2)nc(C)n3C)cc1,-34.1
C=C(C)CNC(=S)NNC(=O)c1cccc(C)c1,-10.2
CCCOC(=O)c1ccccc1OC(=O)c1ccc([N+](=O)[O-])cc1,-28.1
Cc1[nH]c2ccccc2c1C(=O)/C=C/c1c2ccccc2cc2ccccc12,-13.1
CCOc1cc(OCC)cc(C(=O)Nc2cccc(-c3nc4cc(C)ccc4o3)c2C)c1,4.4
COc1cccc(Nc2ccccc2C)c1,-9.0
c1ccc(-c2cc(-c3ccccc3)nc(N3CCCCC3)n2)cc1,-10.9
O=C(O)c1cccc([N+](=O)[O-])c1C(=O)Nc1nc2c(s1)CCCC2,4.2
COc1ccc2c(c1OC)C(=O)OC2Nc1ncccc1C (centres undefined),-29.5
CCO/C(C)=C1\C(=O)N(CC)c2ccccc21,-7.8
Cc1ccc(-c2noc(C3CCCCC3)n2)cc1,-11.2
Cc1ccc(C(=O)N/C(=C/c2ccc(Br)cc2)C(=O)NN)cc1,10.9
O=C1NC(c2cccc(I)c2)Oc2ccccc21 (centres undefined),-9.7

# Three entries from above, sorted by SMILES length, largest number first:
SMILES,DUSP3 inh
CCOc1cc(OCC)cc(C(=O)Nc2cccc(-c3nc4cc(C)ccc4o3)c2C)c1,4.4
Cc1ccc(C(=O)N/C(=C/c2ccc(Br)cc2)C(=O)NN)cc1,10.9
Cc1ccc(-c2noc(C3CCCCC3)n2)cc1,-11.2

# Next part
SMILES,DUSP3 inh
O=C(NC(C(Cl)(Cl)Cl)S(=O)(=O)c1ccccc1)c1ccccc1 (centres undefined),-12.5
CCOC(=O)C1=CN(c2ccc(OCC)cc2)C=C(C(=O)OCC)C1c1ccc(OC)c(OC)c1,-7.7
O=c1nc(/C=C/c2cccc3ccccc23)cc(C(F)(F)F)[nH]1,9.4
CCOc1cccc(C(=O)Nc2nnc(COc3ccc(Br)cc3)s2)c1,-9.8
O=C(NC(c1ccccc1)c1ccccc1)c1ccc([N+](=O)[O-])cc1Cl,-28.8
CC(C)N(C(=O)c1ccc(C(=O)N(C(C)C)C(C)C)cc1)C(C)C,-13.3
O=C(O)CP(=O)(c1ccccc1)c1ccccc1,-30.8
COc1ccc(CCNC(=O)c2cnccn2)cc1,-16.0
O=C1c2ccccc2C(=O)N1CCCc1nc2ccccc2c(=O)n1-c1nccs1,-9.2
CCc1ccc(-c2nc3cc(NC(=O)c4ccccc4OC)ccc3o2)cc1,-4.4
Cc1ccc(NC(=O)C(=O)NCCN2CCN(S(C)(=O)=O)CC2)cc1,-0.4
O=C(NC(=S)Nc1cccc2ccccc12)c1ccco1,-8.2
O=C(NC12CC3CC(CC(C3)C1)C2)c1cc2ccccc2o1,-1.8
CCc1cc2c(=O)n(-c3ccccc3)c(SCC(=O)c3ccc(Cl)cc3)nc2s1,-24.0
COc1cc([N+](=O)[O-])ccc1NC(=O)COc1cccc(C)c1,-6.8
Cc1cc(C)nc(NC(=O)c2cccc(F)c2)c1,-3.2
CCOc1ccc(C(=O)Nc2cc(-c3nc4ccccc4o3)ccc2C)cc1[N+](=O)[O-],1.7
CCOc1cc(C(=S)N2CCOCC2)cc(Br)c1O,-1.9
OCn1ncn(-c2ccccc2)c1=S,-22.6
CCOC(=O)c1c(-n2c(C)cc(C=C3C(=O)NC(=S)NC3=O)c2C)sc2c1CCCC2,58.5
CCOC(=O)c1sc(NC(=O)c2ccc([N+](=O)[O-])s2)nc1C,6.9
O=C1/C(=C\c2ccc(C(F)(F)F)cc2)SC(=S)N1c1cccc(Cl)c1,-12.4
CCOC(=O)COc1ccc(/C=N/NC(=O)c2nonc2N)cc1OC,-22.9
O=[N+]([O-])c1cccc(CNCCc2cccc(F)c2)c1,3.1
O=C(Nc1nc(-c2ccccc2)cs1)c1ccc(Cl)cc1Cl,-8.1
Cc1cccc(NS(=O)(=O)c2ccc(Cl)cc2)n1,-33.1
O=C1/C(=C/c2ccc(Cl)cc2)SC(=S)N1Cc1ccco1,-7.4
CCCC(=O)NS(=O)(=O)c1ccc(NC(=O)c2ccccc2)cc1,-9.9
Cc1ccc(OCCNC(=O)c2cccc3ccccc23)cc1C,5.1
COC(=O)c1ccc(Nc2nnc(-c3ccc(C(=O)NCCO)cc3)c3ccccc23)cc1,-15.0
COCCOC(=O)c1c(C)oc2ccc(OC(=O)N3CCOCC3)cc12,-21.9
COc1ccc(OC)c(/C=C2\SC(N3CCCCCC3)=NC2=O)c1,15.6
COc1ccc(CN2CCN(S(=O)(=O)c3ccc(OC)cc3)CC2)cc1,1.9
CN(C)Cn1c(O)c(N=NC(=O)c2ccncc2)c2ccccc21,5.9
Cc1cccc(NC(=O)CSC(N)=O)c1C,4.1
CCOC(=O)/C(=N\O)C1=NC(C)(C)C(C)c2ccccc21 (centres undefined),4.0
O=C(COC(=O)c1cccc(S(=O)(=O)N2CCOCC2)c1)c1ccccc1,3.3
Clc1ccc2oc(-c3ccccc3Cl)nc2c1,-4.7
CN(C)/C=N/n1cnc2scc(-c3ccc(Cl)cc3)c2c1=O,15.7
CCN(CC)c1ccc(/C=C/C(=O)c2ccc(NC(C)=O)cc2)cc1,-33.4
CCN1C(=O)/C(=C\c2ccc(O)c(OC)c2)SC1=S,-2.6
COC(=O)c1ccc(C2C(C#N)=C(N)Oc3c2c(C)nn3-c2ccccc2)cc1 (centres undefined),-12.3
Nn1cnc2scc(-c3ccccc3)c2c1=O,-35.6
Nc1ccc(-c2nnc(-c3ccncc3)o2)cc1,-21.4
O=C(NC(=S)Nc1ccc(-c2nc3cc(Cl)ccc3o2)cc1)c1ccc(Cl)cc1,-9.3
O=C(/C=C/c1nc2ccccc2[nH]1)c1c(-c2ccccc2)c2cc(Cl)ccc2[nH]c1=O,17.2
COc1ccc(Cl)cc1N(CC(=O)NCC(C)C)S(=O)(=O)c1ccc(C)c([N+](=O)[O-])c1,-19.1
CCOC(=O)C1=C(O)/C(=C/c2ccc(OC)c(OC)c2)SC1=Nc1ccc([N+](=O)[O-])cc1,3.1
CC1=NN(c2ccc(C(=O)O)cc2)C(=O)/C1=C\c1ccc(-c2cccc(C(=O)O)c2)o1,-30.4
COc1ccc(-c2n[nH]c(=S)n2N)cc1OC,12.1
COc1ccc2c(c1OC)C(=O)N(c1ccc(C(C)=O)cc1)C2=O,-14.5
CCSc1nc2ccccc2n1C(=O)/C=C/c1ccc(OC)c(OC)c1,5.8
COc1ccc(NC2(c3ccccc3)OC(=O)c3ccccc32)cc1 (centres undefined),11.5
CC(C)NC(=O)C(=O)Nc1ccc2c(c1)OCCO2,-20.3
O=C(Nc1ccc(N2CCOCC2)cc1)c1cc(Br)ccc1Cl,-10.6
O=C(c1ccccc1F)N1CCN(C2CCN(Cc3ccccc3)CC2)CC1,-0.7
CCOC(=O)c1c(NC(=O)CSc2nc3ccccc3s2)sc2c1CCC2,5.7
Cc1ccc2c(c1)NC(c1ccccc1)C1=C(CC(C)(C)CC1=O)N2 (centres undefined),2.9
CCCC(=O)NS(=O)(=O)c1ccc(NC(=O)c2ccccc2Cl)cc1,-13.7
O=C1CC(N2CCC(O)CC2)C(=O)N1c1ccc(Cl)cc1 (centres undefined),6.0

# Additional structures:
SMILES,DUSP3 inh
O=C(Nc1nc(-c2ccccc2)cs1)c1ccc2c(c1)OCO2,1.5
COc1ccc(OC)c(NC(=O)c2ccc(C(=O)O)cc2C(=O)O)c1,11.1
COc1ccc(CN2C(=O)NC(=O)/C(=C\C=C\c3ccccc3)C2=O)cc1,7.9
CCN(CC)S(=O)(=O)c1cc(C(=O)c2ccc(Br)cc2)ccc1C,10.3
CC(=O)Nc1ccc(S(=O)(=O)NN2C(=O)c3ccccc3C2=O)cc1,15.3
O=C(Nc1ccc(F)cc1)c1ccc(C#Cc2ccccc2)cc1,7.1

# 2 of these compounds in a different format.
SMILES | DUSP3 inh
COc1ccc(OC)c(NC(=O)c2ccc(C(=O)O)cc2C(=O)O)c1 | 11.1
O=C(Nc1ccc(F)cc1)c1ccc(C#Cc2ccccc2)cc1 | 7.1
